Source: PubChem BioAssay (several laboratories)
TNAP act hi DEA = activators of human TNAP at high phosphate acceptor concentration; P05186; purified TNAP, CDP-star luminescence, 1 M DEA, 30 min; active compounds read high; 0 = EDTA background, 1 = DMSO-only activity; activation factor at 20 µM; 200,000 tested, under 10 active; AID 1136;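 active = activation factor at least 2 at 20 µM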
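Control set: EDTA negative control, DMSO positive control / Assay system: human TNAP / Quantity: TNAP 1/800 final / Evaluation: TNAP activation factor scaled between EDTA and DMSO control wells / Measured by: luminescent substrate turnover signal / Compound dosing: one dose, 20 µM / Times: 30 min enzyme reaction at room temperature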
TNAP inh no acc = inhibitors of human TNAP without phosphate acceptor | purified TNAP, CDP-star luminescence, 30 min | inhibition, % at 20 µM | P05186 | 200,000 compounds, 0.26% hits;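 active = tissue-nonspecific alkaline phosphatase inhibition above about 50% at 20 µM in the single-dose screen, limit read from the data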;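 note: 0% = DMSO negative control and 100% = EDTA positive control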
Efa HMGR inh = blocks class II HMG-CoA reductase of Enterococcus faecalis | purified E. faecalis HMGR, NADPH absorbance 340 nm kinetic | 190,000 compounds, 0.41% hits | AID 1066 | inhibition, % at 10 µM;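 active = inhibition above a set limit, the median over all tested compounds plus 3 SD, cut at about 9.5% in these data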;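 note: enzyme runs in reverse so mevalonate oxidation gives rising NADPH absorbance; 0% = complete reaction with DMSO and 100% = background rate lacking mevalonate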
Diaph inh CS = diaphorase inhibition or chemical oxidation counter-screen; diaphorase resazurin-to-resorufin fluorescence, NADH, 16 min; bacterial (C. kluyveri) enzyme, not human; inhibition, % at 20 µM; 190,000 compounds, 0.69% hits;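 active = primary screen inhibition at 20 µM above a set limit, cut at about 50% in these data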;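 note: plate controls were DMSO with full reaction for no effect and wells lacking NADH for full effect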
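material = Clostridium kluyveri diaphorase enzyme | amount = 0.14 U/mL diaphorase, enzyme working solution | schedule = incubation 16 min, room temperature | detection = fluorescence of resorufin formed from resazurin, Ex 544/Em 590 nm | benchmarks = positive control minus NADH, DMSO neutral control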
PMI activator = phosphomannose isomerase (human) activation; P34949; purified human PMI, coupled resazurin fluorescence, 20 min; active compounds read high; 1 = vehicle control, 0 substrate-free wells; activation factor at 20 µM; 190,000 compounds, 0.005% hits; AID 1214;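 active = activation factor of 2 or more at 20 µM, relative to plate controls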
Diaph act CS = activates diaphorase or chemically reduces, flagging diaphorase assay artifacts; AID 1229; 190,000 compounds, 0.005% hits; Diaphorase/resazurin coupled assay, resorufin fluorescence, 16 min; active compounds read high; 1 = vehicle wells, 0 = NADH-free wells; activation factor at 20 µM;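 active = diaphorase activity raised at least twofold by the compound at 20 µM; inactive = activation factor below 2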
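Material: Clostridium kluyveri diaphorase, purified enzyme; Quantity: enzyme 0.07 U/mL final; Medium: HEPES pH 7.4 buffer with MgCl2 and Tween 20; Dosing: single compound dose of 20 µM, 1% DMSO final; Schedule: 16 min reaction at room temperature; Measured by: red resorufin fluorescence at 544/590 nm excitation/emission.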
PMI act satM6P = activators of human phosphomannose isomerase at near-saturating mannose 6-phosphate | P34949 | coupled PMI enzyme assay, resazurin fluorescence, 20 min; active compounds read high; 1 = untreated enzyme, 0 = substrate-free blank | activation factor at 20 µM | 190,000 compounds, 0.34% hits;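 active = activation factor of 2 or more at 20 µM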
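Test system: Human PMI in coupled enzyme assay | Input: 15 ng/mL PMI | Medium: HEPES-buffered pH 7.4 with magnesium and detergent | Compound: One concentration, 20 µM, in 1% DMSO | Incubation: Enzyme reaction with compound 20 min at room temperature | Detection: Diaphorase-driven resazurin-to-resorufin fluorescence, excitation 544, emission 590 nm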
G6PDH counter = counter-screen for G6PDH assay hits: L. mesenteroides G6PDH inhibition. AID 1020. Purified L. mesenteroides G6PDH, diaphorase/resazurin coupled fluorescence, 45 min. 200,000 compounds, 0.12% hits. inhibition, % at 5 µM; in the data active = inhibition above about 50%
FLuc stim CS = firefly luciferase counter-screen for stimulation assays; P08659; ATPlite luciferase biochemical, luminescence, 10 min; 0 = ATP-free wells, 1 = DMSO control; activation factor at 10 µM; 200,000 tested, under 10 active; AID 1027;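 active = luciferase activation factor, scaled between plate controls, of at least 2 with compound at 10 µM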
Target sequence (P08659 whole entry, looked up): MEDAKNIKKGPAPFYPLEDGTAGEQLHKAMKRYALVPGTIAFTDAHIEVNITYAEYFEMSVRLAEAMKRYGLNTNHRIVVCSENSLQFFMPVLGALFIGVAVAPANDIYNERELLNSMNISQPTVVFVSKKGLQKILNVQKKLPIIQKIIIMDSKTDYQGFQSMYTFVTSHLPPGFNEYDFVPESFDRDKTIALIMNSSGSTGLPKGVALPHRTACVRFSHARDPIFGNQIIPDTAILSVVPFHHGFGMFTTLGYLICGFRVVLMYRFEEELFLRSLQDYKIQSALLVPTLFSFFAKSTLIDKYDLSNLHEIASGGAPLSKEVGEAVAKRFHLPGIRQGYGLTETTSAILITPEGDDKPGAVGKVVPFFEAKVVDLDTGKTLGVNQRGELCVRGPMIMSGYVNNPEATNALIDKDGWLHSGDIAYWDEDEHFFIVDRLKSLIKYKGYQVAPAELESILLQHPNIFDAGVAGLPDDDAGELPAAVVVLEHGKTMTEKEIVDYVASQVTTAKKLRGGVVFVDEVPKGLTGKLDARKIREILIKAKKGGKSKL
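System: cell-free luciferase reagent; medium: PBS as buffer for the ATP substrate; doses: test compounds dosed from 2 mM stocks in 100% DMSO; incubation: 10 min, room temperature; measured by: luminescence from luciferase reaction; read-out: luciferase activation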
TNAP inh hiacc = blocks human TNAP under high phosphate acceptor concentration; P05186; purified TNAP, CDP-star luminescence, 1 M DEA; inhibition, % at 20 µM; 200,000 compounds, 0.03% hits; AID 1135;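 active = over 50% inhibition of tissue-nonspecific alkaline phosphatase at 20 µM in the single-dose screen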;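 note: plate controls were DMSO wells for no effect and EDTA-quenched wells as full inhibition for full effect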
Numbers without * were called inactive.

| cpd | mol | TNAP act hi DEA | TNAP inh no acc | Efa HMGR inh | Diaph inh CS | PMI activator |
| --- | --- | --- | --- | --- | --- | --- |
| 1 | CCn1c(SCC(=O)n2c(C)c(C)c3ccccc32)nnc1-c1ccco1 | 1 | -5 | -6 | 10 | 0.9 |
| 2 | O=C(CSc1nnc(-c2ccc(F)cc2)c2ccccc12)Nc1c(F)cccc1F | 1.1 | -8 | 0 | 15 | 0.9 |
| 3 | CC(=O)OCC(CCn1cnc2cnc(N)nc21)COC(C)=O | 1.1 | -11 | 1 | 18 | 1 |
| 4 | COc1ccc(-n2cccc2C=O)cc1OC | 1 | -3 | 2 | 13 | 0.9 |
| 5 | Cc1ccc(OCC(=O)NNC(=O)C(=O)NC(C)(C)C)cc1 | 1 | -115 | -4 | 5 | 0.9 |
| 6 | CC1CCN(c2ccc(/C=C(\C#N)c3nn(-c4ccccc4)c(N)c3C#N)cc2[N+](=O)[O-])CC1 | 0.9 | 0 | -2 | 17 | 0.8 |
| 7 | COC(=O)c1[nH]c2cccc(OC)c2c1NC(=O)CN1CCOCC1 | 1 | -7 | 1 | 8 | 1 |
| 8 | CC12CC3(C)CC(C)(C1)CC(C(=O)NCc1ccccn1)(C2)C3 | 1 | -5 | 1 | 9 | 1 |

| cpd | Diaph act CS | PMI act satM6P | G6PDH counter | FLuc stim CS | TNAP inh hiacc |
| --- | --- | --- | --- | --- | --- |
| 1 | 0.9 | 1 | -3 | 1 | -2 |
| 2 | 0.8 | 0.9 | -6 | 1.1 | -6 |
| 3 | 0.8 | 1 | 22 | 1 | -9 |
| 4 | 0.9 | 0.9 | 4 | 1 | 1 |
| 5 | 0.9 | 1 | 4 | 1 | -3 |
| 6 | 0.8 | 0.9 | -15 | 1.1 | 13 |
| 7 | 0.9 | 1 | -2 | 1 | 0 |
| 8 | 0.9 | 0.9 | 2 | 1 | -1 |

| cpd | mol | TNAP act hi DEA | TNAP inh no acc | Efa HMGR inh | Diaph inh CS | PMI activator |
| --- | --- | --- | --- | --- | --- | --- |
| 9 | CS(=O)(=O)n1nc(-c2ccc(Cl)cc2)nc1N | 1 | 1 | -4 | 7 | 0.9 |
| 10 | COCCNC(=O)C(=O)N/N=C/c1ccccc1C(F)(F)F | 1 | -6 | 1 | 3 | 1 |
| 11 | C=CCN1C(=O)/C(=C\c2cc(Br)c(OCc3ccccn3)c(OC)c2)SC1=S | 1 | 0 | -6 | 10 | 1.1 |
| 12 | CCCCC(CC)CN1C(=O)/C(=C/c2ccncc2)SC1=S (stereo not drawn) | 1 | 2 | -2 | -2 | 0.9 |
| 13 | CC(C)C(C)NC(=O)CN1C(=O)NC2(CCc3ccccc3C2)C1=O (stereo not drawn) | 1 | -6 | -2 | 0 | 1 |
| 14 | COc1ccc(S(=O)(=O)N/N=C(/C)c2ccc(Cl)cc2)cc1 | 1 | -11 | 1 | 17 | 0.9 |
| 15 | CN(C)P(=NC(=O)COc1ccc(Cl)cc1Cl)(N(C)C)N(C)C | 1 | -14 | -6 | 19 | 0.9 |
| 16 | CCOC(=O)CSc1nc2ccccc2c(=O)n1-c1ccc(C(=O)NCCOC)cc1 | 1 | -13 | -1 | -7 | 1.1 |

| cpd | Diaph act CS | PMI act satM6P | G6PDH counter | FLuc stim CS | TNAP inh hiacc |
| --- | --- | --- | --- | --- | --- |
| 9 | 0.9 | 0.9 | 16 | 1 | 1 |
| 10 | 1 | 1.1 | 3 | 1 | -1 |
| 11 | 0.9 | 1 | 2 | 1.1 | -1 |
| 12 | 1 | 1 | 5 | 1 | 4 |
| 13 | 1 | 1 | 5 | 1 | -1 |
| 14 | 0.8 | 0.9 | 2 | 1.1 | -5 |
| 15 | 0.8 | 0.9 | 3 | 1 | -5 |
| 16 | 1.1 | 1.1 | 1 | 1 | -3 |

| cpd | mol | TNAP act hi DEA | TNAP inh no acc | Efa HMGR inh | Diaph inh CS | PMI activator |
| --- | --- | --- | --- | --- | --- | --- |
| 17 | CN(C)S(=O)(=O)c1ccc(-c2ccccc2)cc1 | 1.1 | -13 | -7 | 9 | 1 |
| 18 | Cn1cnc2nc3n(c2c1=O)CCC3 | 1 | -2 | -5 | 12 | 0.8 |
| 19 | COC(=O)c1ccc(NC(=O)C2CCCN2S(=O)(=O)c2ccc(C)cc2)cc1 (stereo not drawn) | 1 | 10 | -5 | 6 | 0.9 |
| 20 | O=C(c1ccco1)N1CCN(c2ncnc3scc(-c4ccccc4)c23)CC1 | 1.1 | -12 | 1 | -11 | 1.2 |

| cpd | Diaph act CS | PMI act satM6P | G6PDH counter | FLuc stim CS | TNAP inh hiacc |
| --- | --- | --- | --- | --- | --- |
| 17 | 0.9 | 1 | 1 | 1.1 | -6 |
| 18 | 0.9 | 0.8 | 15 | 1 | 3 |
| 19 | 0.9 | 1 | 1 | 1.1 | 2 |
| 20 | 1.1 | 1.2 | 3 | 1.1 | -10 |

From compound 18 up to 20, copied from above:
| cpd | mol | TNAP act hi DEA | TNAP inh no acc | Efa HMGR inh | Diaph inh CS | PMI activator |
| --- | --- | --- | --- | --- | --- | --- |
| 18 | Cn1cnc2nc3n(c2c1=O)CCC3 | 1 | -2 | -5 | 12 | 0.8 |
| 19 | COC(=O)c1ccc(NC(=O)C2CCCN2S(=O)(=O)c2ccc(C)cc2)cc1 (stereo not drawn) | 1 | 10 | -5 | 6 | 0.9 |
| 20 | O=C(c1ccco1)N1CCN(c2ncnc3scc(-c4ccccc4)c23)CC1 | 1.1 | -12 | 1 | -11 | 1.2 |

| cpd | Diaph act CS | PMI act satM6P | G6PDH counter | FLuc stim CS | TNAP inh hiacc |
| --- | --- | --- | --- | --- | --- |
| 18 | 0.9 | 0.8 | 15 | 1 | 3 |
| 19 | 0.9 | 1 | 1 | 1.1 | 2 |
| 20 | 1.1 | 1.2 | 3 | 1.1 | -10 |

Whole records, looked up by structure.
`COCCNC(=O)C(=O)N/N=C/c1ccccc1C(F)(F)F` in the list: TNAP act hi DEA = 1; TNAP inh no acc = -6; Efa HMGR inh = 1; Diaph inh CS = 3; PMI activator = 1; Diaph act CS = 1; PMI act satM6P = 1.1; G6PDH counter = 3; FLuc stim CS = 1; TNAP inh hiacc = -1
`O=C(c1ccco1)N1CCN(c2ncnc3scc(-c4ccccc4)c23)CC1` in the list: TNAP act hi DEA = 1.1; TNAP inh no acc = -12; Efa HMGR inh = 1; Diaph inh CS = -11; PMI activator = 1.2; Diaph act CS = 1.1; PMI act satM6P = 1.2; G6PDH counter = 3; FLuc stim CS = 1.1; TNAP inh hiacc = -10

Results in FLuc stim CS and PMI act satM6P, for some of the entries so far:
item | Molecule | FLuc stim CS | PMI act satM6P
2 | O=C(CSc1nnc(-c2ccc(F)cc2)c2ccccc12)Nc1c(F)cccc1F | 1.1 | 0.9
3 | CC(=O)OCC(CCn1cnc2cnc(N)nc21)COC(C)=O | 1 | 1
4 | COc1ccc(-n2cccc2C=O)cc1OC | 1 | 0.9
